NRP1-CendR mod: NRP-1/CendR interaction modulation. O14786. FAM-RPARPAR peptide binding to NRP-1, fluorescence polarization. inhibition, % at 25 µM. 0.85% of 360,000 active. AID 602438;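 active means inhibition or corrected inhibition above about 18%, plus a signal ratio from 0.5 to 1.5, limit read from the data, passing the limit was not always enough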; further: strong numbers were not always called active
NadD inh: blocks S. aureus nicotinate mononucleotide adenylyltransferase; AID 602399; inhibition, % at 20 µM; purified NadD enzyme, colorimetric absorbance read-out; 0.78% of 360,000 active; in the data active means inhibition above about 26%; further: some compounds past the cut are filed as inactive
LMPTP inh: LMPTP (human) inhibition; P24666; recombinant LMPTP-A, OMFP fluorogenic substrate, fluorescence intensity; inhibition, % at 20 µM; 0.22% of 360,000 active; AID 651560;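 active means compounds that cut the enzyme signal by at least half of the control window in the single-dose screen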;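 further: plate controls were DMSO wells with enzyme plus substrate for no effect and substrate without enzyme for full effect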
Target sequence (P24666 whole entry, looked up): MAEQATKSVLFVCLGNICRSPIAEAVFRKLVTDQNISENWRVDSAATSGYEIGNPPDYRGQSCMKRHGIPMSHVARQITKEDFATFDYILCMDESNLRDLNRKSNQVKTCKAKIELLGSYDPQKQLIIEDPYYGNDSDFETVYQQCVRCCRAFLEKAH
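Test system: LMPTP-A phosphatase enzyme; input: 0.625 nM LMPTP-A final; reagent: OMFP substrate, 400 µM final; compound dosing: 20 µM single dose, 3% DMSO; incubation: 50 min dark incubation at room temperature; measured by: endpoint fluorescence intensity from OMFP dephosphorylation; measure: % inhibition relative to no-enzyme and uninhibited control wells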
Neddyl block: blocks human cullin neddylation. P61081+Q13564. TR-FRET cullin neddylation, biochemical. calls only at 25 µM. 0.58% of 360,000 active. AID 651699; in the data active means inhibition above about 36%
SUMO1-SIM PPI: SUMO1-SIM interaction modulation; SUMO1 binding to a labelled peptide, TR-FRET, 1 h; AID 602429; 0.33% of 360,000 active; inhibition, % at 20 µM; P63165; in the data active means inhibition above about 37%
Target sequence (P63165 whole entry, looked up): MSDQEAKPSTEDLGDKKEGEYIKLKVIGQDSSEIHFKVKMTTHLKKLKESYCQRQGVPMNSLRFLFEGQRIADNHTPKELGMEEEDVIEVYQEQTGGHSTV
Scp1 inh: blocks human Scp-1 phosphatase activity | Q9GZU7 | inhibition, % at 20 µM | AID 493091 | Recombinant Scp1, phosphopeptide, malachite green phosphate absorbance | 0.88% of 340,000 active;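 active means inhibition above about 50% at 20 µM, limit read from the data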;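 further: plate controls were DMSO wells with enzyme for no effect and wells lacking enzyme for full effect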
Target sequence (Q9GZU7 76-261 limits assumed): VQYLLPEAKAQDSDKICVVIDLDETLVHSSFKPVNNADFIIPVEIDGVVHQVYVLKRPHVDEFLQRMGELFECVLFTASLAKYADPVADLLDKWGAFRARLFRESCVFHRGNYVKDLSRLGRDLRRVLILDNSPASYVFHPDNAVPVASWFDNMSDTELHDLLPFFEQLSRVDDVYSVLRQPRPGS
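Test system: SCP-1 phosphatase catalytic domain, residues 76-261; measured by: colorimetric phosphate reagent with accelerator and stabiliser, absorbance at 630 nm; timing: enzyme reaction 45 min at room temperature, colour 5 min, stabilisation 30 min; also added: Phosphorylated 17-residue peptide substrate; compound dosing: one concentration, 20 µM, with 1.0% DMSO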
DNMT1 block: inhibitors of human DNMT1 | P26358 | inhibition (reported as % activation of signal), % at 10 µM | DNMT1 molecular beacon, Hinp1I cleavage, fluorescence | 0.83% of 360,000 active; in the data active means inhibition above about 50%
SKN-1 inh: inhibitors of C. elegans SKN-1; 0.49% of 360,000 active; AID 624304; inhibition, % at 21.8 µM; C. elegans VP596 Pgst-4::GFP/RFP ratio, acrylamide-induced, 24 h;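 active means interference check ratio from 0.5 to 1.5 plus GFP to RFP signal ratio inhibition reaching or exceeding a fixed threshold, cut at about 30% in these data, passing the limit was not always enough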; further: some compounds called inactive have numbers as strong as hits
STEP block: inhibitors of human striatal-enriched phosphatase STEP; inhibition, % at 20 µM; AID 588621; recombinant STEP, OMFP fluorogenic substrate, fluorescence; 0.25% of 360,000 active;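 active means inhibition at 20 µM, scaled per plate between control wells, above about 37%, limit read from the data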;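 further: 0% = DMSO with enzyme and substrate and 100% = substrate only without enzyme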
Target sequence (P54829 whole entry, looked up): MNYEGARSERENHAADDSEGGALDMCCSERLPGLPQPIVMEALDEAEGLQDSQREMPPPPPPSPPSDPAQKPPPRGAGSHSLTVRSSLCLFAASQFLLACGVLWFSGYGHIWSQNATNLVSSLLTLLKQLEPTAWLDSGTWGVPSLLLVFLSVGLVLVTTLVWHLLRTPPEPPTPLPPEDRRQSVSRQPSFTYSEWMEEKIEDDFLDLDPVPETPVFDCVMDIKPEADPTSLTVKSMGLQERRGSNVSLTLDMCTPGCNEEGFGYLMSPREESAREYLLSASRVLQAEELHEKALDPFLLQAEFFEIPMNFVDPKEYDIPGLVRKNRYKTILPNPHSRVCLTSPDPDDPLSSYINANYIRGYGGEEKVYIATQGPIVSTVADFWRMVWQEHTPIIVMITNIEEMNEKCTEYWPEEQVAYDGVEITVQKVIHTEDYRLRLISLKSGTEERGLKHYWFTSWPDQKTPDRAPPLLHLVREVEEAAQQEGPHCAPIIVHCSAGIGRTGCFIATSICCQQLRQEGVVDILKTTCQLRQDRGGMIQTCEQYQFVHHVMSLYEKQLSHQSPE
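System: isolated STEP enzyme; schedule: 20 min enzyme reaction at room temperature, protected from light; medium: Bis-Tris buffer pH 6.0, 2.5 mM DTT, 0.005% Tween 20; signal: fluorescence, 480/540 nm; dosing: single compound dose of 20 µM, 1% DMSO final; also added: OMFP substrate, 25 µM final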
TbMetRS inhib: Trypanosoma brucei MetRS inhibition; 0.4% of 360,000 active; inhibition, % at 11.9 µM; AID 624268; purified T. brucei MetRS, ATP depletion, Kinase-Glo luminescence;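 active means inhibition above a per-plate cutoff of the control wells' mean inhibition plus 3 SD, cut at about 5.5% in these data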;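 further: 0% = DMSO wells median and 100% = median of wells with control inhibitor compound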
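Dosing: 11.9 µM compound single dose, 0.9% DMSO; Assay system: purified T. brucei MetRS enzyme; Measured by: Kinase-Glo luciferase luminescence reporting remaining unconsumed ATP; Schedule: 15 min plus 2 h at 25 °C.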
* hit, by the source's call; i = inactive; · = no result given.

SMILES	NRP1-CendR mod	NadD inh	LMPTP inh	Neddyl block	SUMO1-SIM PPI	Scp1 inh	DNMT1 block	SKN-1 inh	STEP block	TbMetRS inhib
O=C(NCc1ccco1)c1ccc(Cn2cc([N+](=O)[O-])cn2)o1	8	-2	-0.7	i	-11	0	4	-11	-1	-1.0
O=C(COC(=O)/C=C/c1cccc(C(F)(F)F)c1)Nc1cccc2ccccc12	-3	-8	0.6	i	-1	-1	27	-1	1	0.1
Cn1c(=O)oc2cc(S(=O)(=O)N3CCN(c4ccccc4)CC3)ccc21	-71	0	0.1	i	0	-4	1	3	-4	-0.8
Cc1cccc2sc(N(CCCN(C)C)C(=O)c3ccc4ncsc4c3)nc12	-3	-4	0.2	i	1	-11	-2	-10	-3	-0.1
Cc1nn(-c2ccc(C(=O)N3CCN(S(=O)(=O)c4ccccc4C(F)(F)F)CC3)cc2)c(C)c1Cl	2	-7	2.7	i	0	1	-2	-14	2	-0.3
Cc1cccc(SCC(=O)Nc2ccccc2[N+](=O)[O-])c1	0	-4	0.2	i	-15	-7	1	11	13	-0.4
COc1ccc(-c2c(C(C)=O)c(C)nc3sc4c(=O)n(-c5ccc(C)cc5)nnc4c23)cc1	22	16	2.0	i	-10	-7	-5	12	5	0.0
CCOC(=O)c1c(S(=O)(=O)N2CCCC(C(=O)Nc3ncccc3C)C2)c(C)n(C)c1C (centres undefined)	7	-2	0.8	i	5	-7	-1	18	-2	0.1
O=c1c2nnn(Cc3ccc(Cl)cc3)c2ncn1Cc1ccc(F)cc1	5	1	0.1	i	1	-6	-5	0	1	0.3
COC(=O)COc1ccc(NS(=O)(=O)c2cccc([N+](=O)[O-])c2)cc1	-3	-6	-0.7	i	-18	-3	4	9	2	-0.6
COc1ccc2oc(=O)c(-c3nnc(N)s3)cc2c1	7	3	0.8	i	-26	-3	-4	8	4	0.0
Nc1ncnc2c1ncn2[C@@H]1O[C@H](CNS(=O)(=O)C2CC2)[C@@H](O)[C@H]1O	4	-1	-0.6	i	1	1	5	6	2	0.9
N=c1c(S(=O)(=O)c2ccc(F)cc2)cc2c(=O)n3ccccc3nc2n1CC1CCCO1 (centres undefined)	7	12	0.2	·	-24	6	2	-1	2	-0.6
C/C(=N\NC(=O)c1cccs1)c1ccc2ccccc2c1	5	0	-1.3	i	17	1	3	7	-2	-1.1
COC(=O)CNC(=O)Cn1cnc2sc(C)c(S(=O)(=O)N3CCN(c4ccccc4OC)CC3)c2c1=O	3	-3	-2.3	i	0	-2	-4	8	0	0.4
O=C(CNC(=O)c1ccccc1)OCCCOC(=O)CNC(=O)c1ccccc1	4	-7	-0.8	i	-2	-5	3	5	7	0.3
O=C(CSc1nc2ccccc2[nH]1)Nc1c(F)c(F)c(F)c(F)c1F	-6	-2	0.9	i	2	-1	3	1	-1	0.8
CC1(CC(=O)N/N=C/c2ccc(-c3ccc(Cl)cc3)o2)OCCO1	-5	-8	-1.3	i	-4	-8	1	12	1	-0.9
O=C1NCCN1Cc1ccccc1	-1	-4	-0.8	i	0	-4	-3	22	4	-0.3
Cc1cccc(-n2nc3c(c2NC(=O)c2ccc(Br)o2)CSC3)c1	-13	44*	0.8	i	5	-11	12	12	0	0.7
O=C(Cc1coc2cc(O)ccc12)N1CCN(S(=O)(=O)c2ccc(Br)cc2)CC1	-6	13	0.6	i	3	-2	1	0	1	-0.2
Cc1ccccc1-c1cnn(-c2cccc([N+](=O)[O-])c2)c1N	-10	5	1.1	i	-20	-6	-1	1	2	0.2
COc1ccc(-c2cc3nc(NCC4CCCCC4)n(C)c(=O)c3s2)cc1OC	4	-1	6.7	i	-16	·	-23	0	-2	-0.2
Nc1ccc(C#Cc2ccc3oc4ccccc4c(=O)c3c2)cc1	-4	8	3.2	i	-2	9	-14	-9	-1	-0.4
CCOc1ccc(NC(=S)Nc2ccc(Br)cc2Cl)cc1	12	-7	0.4	i	0	-10	-5	-12	4	-0.5
O=C1SCCN1N=Cc1ccc([N+](=O)[O-])o1	-2	-3	-0.6	i	-33	17	3	3	0	-0.3
O=C(Oc1ccccc1)c1c(Cl)cccc1P(=O)(O)O	2	0	-2.1	i	-2	-7	1	12	3	-0.5
COc1ccc2c(c1)CCC(C)N2C(=O)C(=O)c1c[nH]c2ccccc12 (centres undefined)	-6	-3	0.4	i	0	-11	0	2	2	12*
CN(C)S(=O)(=O)c1cccc(NC(=O)CCCSc2ccccc2)c1	-4	-15	0.4	i	3	-9	-2	-10	-4	-0.1
CNC(=S)NNC(=O)c1ccccc1F	4	-8	-2.6	i	-1	-5	2	2	-1	-1.1
CCCNc1c(N)n(-c2ccccc2)c(=O)[nH]c1=O	-10	4	-1.0	i	-3	-12	-2	-2	-3	-0.6
COc1cc(Br)cc2cc(C(=O)N3CCOCC3)c(=O)oc12	1	-4	-1.4	i	-5	36	3	-7	0	-0.1
CC(C)Cc1ccc(C(C)C(=O)Nc2ncccn2)cc1 (centres undefined)	7	9	0.6	i	-2	-5	2	-8	3	0.0
CC(=O)Nc1cccc(NC(=O)c2c(-c3ccccc3)noc2C)c1	9	-3	-1.6	i	-1	3	-2	-2	-2	-1.4
COc1cc(/C=N/NC(=O)CNS(=O)(=O)c2ccc(C)cc2)cc(OC)c1OC	7	-5	1.8	i	-5	-5	5	-2	2	-0.4
Cc1ccc(/C=C/C(=O)Nn2cnnc2)cc1	0	0	-1.9	i	3	-7	3	-10	1	-0.4
CCCc1nnc(NC(=O)CN2CCOCC2)s1	-6	8	-2.7	i	-2	-5	4	27	-4	-0.3
O=C(COC(=O)Cc1ccc(F)cc1)NC1CCCCC1	15	-3	-0.8	i	11	-5	1	0	-2	-0.2
O=C(CCc1ccc(S(=O)(=O)NCc2ccccc2)cc1)NCc1cccnc1	10	-3	-0.7	i	1	-9	-3	5	-2	0.4
CC(C)c1ccc(NC(=O)c2sccc2-n2cccc2)cc1	6	1	3.8	i	1	-12	-3	12	-3	-0.3
CCOC(=O)C1CCN(S(=O)(=O)c2ccc3c(c2)CCN3C(=O)C2CCC2)CC1	22*	0	0.4	i	-1	-7	-1	11	-1	0.1
COc1ccc(CNC(=O)c2cn(Cc3ccccc3F)c(=O)s2)cc1	-9	-1	0.0	i	22	·	0	14	3	-0.1
O=C(Nc1ccnn1C1CCN(Cc2ccccn2)CC1)c1cccc(F)c1	-14	5	-0.7	i	-3	-8	-3	11	-1	0.4
CCOCCOC(=O)COc1ccc2c(-c3ccccc3)cc(=O)oc2c1	-1	-8	-1.0	i	-14	-4	3	9	2	-0.4
O=C(Cn1ncc2c3ccccc3n(Cc3ccccc3F)c2c1=O)N1CCN(c2ccccn2)CC1	-5	7	16	i	7	-7	-8	3	4	0.0
Fc1ccccc1/C=N/n1c(-c2cccnc2)n[nH]c1=S	-2	-1	-1.6	i	25	0	3	-6	3	0.1
CCOc1cc(NC(=S)NCCCN2CCOCC2)c(OCC)cc1NC(=O)C1CCCCC1	1	-5	-1.0	i	-2	5	-4	3	-1	-1.1
COC(=O)C(C(=O)Nc1ccccc1C)C1CCCCCC1 (centres undefined)	9	-2	0.0	i	0	-11	5	-4	2	-0.5
COc1cc(OC)cc(-c2sc3ccc(OC)cc3c2C#CC(C)(C)O)c1	6	-6	3.6	i	-1	-3	-5	-4	-2	0.5
CCOc1ccccc1NC(=O)CC1Nc2cc(C)c(C)cc2NC1=O (centres undefined)	-6	-3	-1.2	i	-8	6	0	-9	3	-0.9
CCCCN(C(=O)C(C)(C)Oc1ccc(Cl)cc1)c1c(N)n(CCC)c(=O)[nH]c1=O	0	0	-0.1	i	1	-8	3	8	4	-0.1
O=P(Nc1ccccc1)(Nc1ccccc1)c1ccccc1	17	-4	0.7	i	3	0	2	-9	-3	-0.4
COc1cccc(NC(=O)CNC(=O)c2ccccc2)c1	12	-3	-3.3	i	-4	-7	2	8	-1	-1.8
CCOc1ccc(C(=O)O/N=C(\N)c2ccccn2)cc1	18	-6	0.0	i	-1	-3	-4	2	0	-5.0
CCOc1ccc(-n2c(N)c(-c3nc4ccccc4[nH]3)sc2=S)cc1	7	2	-1.1	i	-1	0	-1	4	3	0.6
CCCCN1CC(CO)Oc2cccc(F)c2S1(=O)=O (centres undefined)	2	0	0.0	i	5	-17	0	-9	-5	-0.8
N/C(Cc1cccs1)=N\OC(=O)COc1ccc(Br)cc1	-3	-5	2.4	i	4	-7	-6	19	2	-1.0
CCN(CC)c1ccc(C(=O)OCC(=O)Nc2cc3oc4ccccc4c3cc2OC)cc1	-14	6	18	i	-3	1	37	16	4	-0.9
CCc1cccc(NC(=O)c2snc3c(=O)[nH]cnc23)c1	-4	-3	-0.2	i	-20	-3	3	2	-3	-0.2
O=C(CCNS(=O)(=O)c1ccc2[nH]c(=O)oc2c1)NCc1ccc(F)cc1	8	-1	0.1	i	-2	-4	-2	2	-2	0.8

5 successive entries out of the list so far, for reference:
SMILES	NRP1-CendR mod	NadD inh	LMPTP inh	Neddyl block	SUMO1-SIM PPI	Scp1 inh	DNMT1 block	SKN-1 inh	STEP block	TbMetRS inhib
CCCCN1CC(CO)Oc2cccc(F)c2S1(=O)=O (centres undefined)	2	0	0.0	i	5	-17	0	-9	-5	-0.8
N/C(Cc1cccs1)=N\OC(=O)COc1ccc(Br)cc1	-3	-5	2.4	i	4	-7	-6	19	2	-1.0
CCN(CC)c1ccc(C(=O)OCC(=O)Nc2cc3oc4ccccc4c3cc2OC)cc1	-14	6	18	i	-3	1	37	16	4	-0.9
CCc1cccc(NC(=O)c2snc3c(=O)[nH]cnc23)c1	-4	-3	-0.2	i	-20	-3	3	2	-3	-0.2
O=C(CCNS(=O)(=O)c1ccc2[nH]c(=O)oc2c1)NCc1ccc(F)cc1	8	-1	0.1	i	-2	-4	-2	2	-2	0.8

Next compounds
SMILES	NRP1-CendR mod	NadD inh	LMPTP inh	Neddyl block	SUMO1-SIM PPI	Scp1 inh	DNMT1 block	SKN-1 inh	STEP block	TbMetRS inhib
CC(=O)Nc1ccc(OCc2ccc3c(c2)OCO3)cc1	-8	-2	-2.1	i	5	-3	10	-6	1	-1.5
O=C(NC1CCCCC1)c1ccc(CNc2ccccc2)o1	12	-1	-0.4	i	-1	-4	0	5	-2	-0.4
CN1C(C(=O)NCc2ccccc2)CC2Cn3c(nc4ccccc43)C21 (centres undefined)	24	-3	-2.4	i	7	-6	6	-5	-2	-0.1
O=S(=O)(N1CCOCC1)n1nnc2ccccc21	5	-5	-1.4	i	0	-3	0	5	-3	-0.6
COCCn1c(SCC(=O)Nc2nc(C)cs2)nnc1C(C)C	4	-8	0.2	i	1	-5	0	-4	1	-0.9

Assay outcomes deposited in PubChem by several laboratories.
